# Rin1 Abl inh: inhibitors of human Rin1-Abl protein interaction | P00519+Q13671 | TR-FRET Rin1/Abl binding, biochemical | inhibition, % at 7.35 µM | 360,000 compounds, 0.4% hits; in the data active means inhibition above about 5%, passing the limit was not always enough
# MsrA inh: bovine MsrA inhibition; purified bovine MsrA, absorbance read-out; inhibition, % at 15.5 µM; 360,000 compounds, 0.75% hits; AID 651718; in the data active means inhibition above about 4.5%;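 further: 0% = vehicle wells with enzyme and 100% = reference inhibitor wells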
# TbMetRS inhib: blocks T. brucei methionyl-tRNA synthetase activity; inhibition, % at 11.9 µM; 360,000 compounds, 0.4% hits; purified T. brucei MetRS, ATP depletion, Kinase-Glo luminescence;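 active means inhibition above a per-plate cutoff of the control wells' mean inhibition plus 3 SD, cut at about 5.5% in these data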;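 further: 0% = DMSO wells median and 100% = median of wells with control inhibitor compound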
#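 Material: parasite MetRS enzyme / Replication: singlicate, one well per compound / Signal: luminescence of leftover ATP / Schedule: 2 h aminoacylation at 25 °C after 15 min preincubation / Medium: HEPES-MgCl2-KCl buffer plus DTT, spermine, BSA, pyrophosphatase / Doses: 11.9 µM single point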
# FAS-TE inh: FAS thioesterase (human) inhibition. P49327. recombinant FAS-TE, OMFH fluorogenic substrate, fluorescence endpoint. inhibition, % at 15 µM. 360,000 compounds, 0.67% hits. AID 602261;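 active means compounds whose normalised, plate-corrected inhibition of enzyme fluorescence in the single-dose primary screen is 50% or more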;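 further: 0% = DMSO with enzyme and 100% = substrate without enzyme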
# Neddyl block: blocks human cullin neddylation; 360,000 compounds, 0.58% hits; calls only at 25 µM; P61081+Q13564; TR-FRET cullin neddylation, biochemical; in the data active means inhibition above about 36%
# CSN inh: blocks human CSN-mediated cullin deneddylation | Q92905 | Purified CSN, SCF-Nedd8-OG deneddylation, fluorescence polarization | inhibition, % at 12.5 µM | 360,000 compounds, 0.38% hits | AID 651999;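 active means pattern-corrected inhibition above about 35%, with an unprinted fluorescence ratio check between 0.5 and 1.5, limit read from the data, passing the limit was not always enough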;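 further: 0% = enzyme with substrate and 100% = substrate without enzyme; some results filed as inactive read as strong as hits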
# Target sequence (Q92905 whole entry, looked up, one chain of several): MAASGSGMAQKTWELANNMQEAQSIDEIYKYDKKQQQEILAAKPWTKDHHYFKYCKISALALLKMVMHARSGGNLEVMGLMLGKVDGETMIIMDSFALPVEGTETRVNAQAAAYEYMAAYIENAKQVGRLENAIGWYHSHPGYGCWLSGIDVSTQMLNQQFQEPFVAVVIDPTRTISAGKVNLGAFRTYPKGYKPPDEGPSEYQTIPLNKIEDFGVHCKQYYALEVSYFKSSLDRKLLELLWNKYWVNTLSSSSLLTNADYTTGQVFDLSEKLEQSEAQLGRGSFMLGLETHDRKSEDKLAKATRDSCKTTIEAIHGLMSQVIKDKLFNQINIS
#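 Schedule: reaction 90 min, room temperature / Assay system: HEK293T-derived human Csn5 enzyme / Input: Csn5 at 0.24 nM final / Measure: inhibition of Csn5 cleavage, % / Control set: substrate-only high control, full reaction low control / Technique: fluorescence polarization of the substrate / Buffer or medium: Tris/NaCl/DTT buffer, pH 7.5 / Reagent: SCFSkp2-Nedd8OG substrate at 10 nM final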
# bovine MsrA act: activators of bovine methionine sulfoxide reductase A | purified bovine MsrA, absorbance read-out | activation, % at 10.6 µM | 360,000 compounds, 0.3% hits | AID 602163; in the data active means activation above about 7.5%;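 further: 0% = vehicle and 100% = reference activator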
# MLLE-PAM2 inh: blocks PAM2 peptide binding to the PABP1 MLLE domain; 360,000 compounds, 0.36% hits; inhibition, % at 20 µM; GST-MLLE / FITC-PAM2 fluorescence polarization; in the data active means inhibition above about 35%, passing the limit was not always enough;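 further: plate controls were DMSO wells with GST-MLLE for no effect and wells lacking GST-MLLE protein for full effect; some results filed as inactive read as strong as hits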
# eLon inh: inhibits E. coli Lon protease; AID 602123; purified E. coli Lon protease, fluorescence polarization; inhibition, % at 7.94 µM; P0A9M0; 360,000 compounds, 0.42% hits; in the data active means inhibition above about 13%, passing the limit was not always enough;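 further: 0% = enzyme with probe and DMSO and 100% = no enzyme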
# Target sequence (P0A9M0 whole entry, looked up): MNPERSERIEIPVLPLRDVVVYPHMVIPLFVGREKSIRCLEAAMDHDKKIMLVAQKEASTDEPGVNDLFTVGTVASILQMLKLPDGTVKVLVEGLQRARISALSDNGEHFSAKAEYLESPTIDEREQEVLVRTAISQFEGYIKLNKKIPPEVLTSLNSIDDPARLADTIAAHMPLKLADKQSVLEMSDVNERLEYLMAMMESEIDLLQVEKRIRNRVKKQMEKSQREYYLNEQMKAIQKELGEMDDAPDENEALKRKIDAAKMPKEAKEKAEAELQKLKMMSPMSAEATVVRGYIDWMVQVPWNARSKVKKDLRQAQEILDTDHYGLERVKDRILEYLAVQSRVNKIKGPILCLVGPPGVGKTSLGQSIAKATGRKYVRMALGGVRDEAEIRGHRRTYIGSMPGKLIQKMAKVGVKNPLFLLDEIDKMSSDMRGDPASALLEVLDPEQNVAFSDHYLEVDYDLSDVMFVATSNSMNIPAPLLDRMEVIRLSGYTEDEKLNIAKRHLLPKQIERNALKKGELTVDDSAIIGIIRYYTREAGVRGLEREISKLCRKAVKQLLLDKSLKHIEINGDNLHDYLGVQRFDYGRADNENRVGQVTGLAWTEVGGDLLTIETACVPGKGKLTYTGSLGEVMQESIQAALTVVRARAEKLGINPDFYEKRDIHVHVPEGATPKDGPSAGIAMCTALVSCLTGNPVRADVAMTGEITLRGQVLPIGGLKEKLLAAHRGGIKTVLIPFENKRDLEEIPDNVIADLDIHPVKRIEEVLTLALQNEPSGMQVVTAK
# An asterisk follows results filed as active; i = inactive; nt = not tested or not shown. Rows were taken by chance. Share with any hit: about 4%.
SMILES,Rin1 Abl inh,MsrA inh,TbMetRS inhib,FAS-TE inh,Neddyl block,CSN inh,bovine MsrA act,MLLE-PAM2 inh,eLon inh
CCc1ccc(S(=O)(=O)N(C(=O)c2ccncc2)c2ccc(OC(=O)c3ccncc3)cc2)cc1,2,-1.1,0.3,14,i,0,-5,-1,-6
O=C(Nc1ccc(F)cc1)N1CCc2ccccc2C1,-1,-2.0,0.6,2,i,-1,-2,-15,9
CC(=O)c1c(OC(=O)c2ccco2)c2ccccc2n1C,-3,4.6*,-0.3,5,i,5,-2,-1,7
O=C(Cc1ccc(Cl)c(Cl)c1)OCC(=O)c1ccc[nH]1,-5,0.6,-0.7,16,i,2,1,-25,3
Oc1ccc2ccccc2c1N=Nc1ccccc1F,-1,-1.1,-0.4,19,i,-1,-5,-15,-1
Cc1ccc(C)c(CN2CCCN(Cc3cc(C)ccc3C)S2(=O)=O)c1,2,-0.2,-0.7,22,i,1,-4,0,-10
Brc1ccc(/C=N/Nc2ccccn2)cc1,1,2.4,0.2,-1,i,7,1,-3,2
CSc1nc(N)nc2c1ncn2CC(=O)Nc1ccc(C)c(C)c1,-4,1.0,-0.7,-6,i,3,-2,-4,5
COCCCNc1nc2c(-c3cccc(C)c3)nnn2c2ccccc12,-8,-0.2,-0.2,0,i,-3,-1,3,3
O=C(Cc1ccccc1Cl)NC1(O)C(=O)c2ccccc2C1=O,0,-0.6,-0.3,-3,i,-7,-2,14,15
Fc1ccc(N2CCN(C(=S)NCC3CCCO3)CC2)cc1 (stereo not drawn),3,-1.5,-0.8,-4,i,2,2,-127,-7
COCCN(C(=O)COC(=O)c1ccc2c(c1)OCO2)c1c(N)n(Cc2ccccc2)c(=O)[nH]c1=O,-3,-0.5,0.6,-3,i,-1,-1,-17,-9
CC(C)Cn1c(N)c(C(=O)CCl)c(=O)n(C)c1=O,0,0.7,0.0,-9,i,0,1,13,6
O=C1c2cccc3cccc(c23)C(=O)N1CCN1CCN(CC(O)COCc2ccc(Cl)cc2)CC1 (stereo not drawn),-7,0.3,0.9,3,i,-7,0,-8,11
Cc1ccsc1/C=N/NC(=O)c1ccc(Cn2cc(Br)cn2)o1,0,4.7*,-0.4,-12,i,2,-2,1,-15
Cc1cc(C(=O)CN2C(=O)NC(c3ccccc3)(c3ccccc3)C2=O)c(C)n1Cc1ccco1,0,0.9,0.0,15,i,-4,1,-21,-4
CC1CC(C)CN(CC(=O)NC(c2ccccc2)c2ccccc2)C1 (stereo not drawn),1,0.1,-0.7,2,i,-4,-3,-2,-8
COc1cc(OC)cc(-c2nnc(SCc3ccc(C(=O)O)cc3)o2)c1,-1,-1.3,-0.6,0,i,3,-5,25,-5
COC(=O)c1ccncc1C(=O)Nc1ccc(F)cc1,1,nt,-0.9,-6,i,-3,-10,17,-8
COc1cc2cc(CCCOC(=O)CCCC(=O)O)oc(=O)c2cc1OC,0,1.2,-0.3,-10,i,8,-1,12,7

# 13 successive records already listed, for reference:
SMILES,Rin1 Abl inh,MsrA inh,TbMetRS inhib,FAS-TE inh,Neddyl block,CSN inh,bovine MsrA act,MLLE-PAM2 inh,eLon inh
CCc1ccc(S(=O)(=O)N(C(=O)c2ccncc2)c2ccc(OC(=O)c3ccncc3)cc2)cc1,2,-1.1,0.3,14,i,0,-5,-1,-6
O=C(Nc1ccc(F)cc1)N1CCc2ccccc2C1,-1,-2.0,0.6,2,i,-1,-2,-15,9
CC(=O)c1c(OC(=O)c2ccco2)c2ccccc2n1C,-3,4.6*,-0.3,5,i,5,-2,-1,7
O=C(Cc1ccc(Cl)c(Cl)c1)OCC(=O)c1ccc[nH]1,-5,0.6,-0.7,16,i,2,1,-25,3
Oc1ccc2ccccc2c1N=Nc1ccccc1F,-1,-1.1,-0.4,19,i,-1,-5,-15,-1
Cc1ccc(C)c(CN2CCCN(Cc3cc(C)ccc3C)S2(=O)=O)c1,2,-0.2,-0.7,22,i,1,-4,0,-10
Brc1ccc(/C=N/Nc2ccccn2)cc1,1,2.4,0.2,-1,i,7,1,-3,2
CSc1nc(N)nc2c1ncn2CC(=O)Nc1ccc(C)c(C)c1,-4,1.0,-0.7,-6,i,3,-2,-4,5
COCCCNc1nc2c(-c3cccc(C)c3)nnn2c2ccccc12,-8,-0.2,-0.2,0,i,-3,-1,3,3
O=C(Cc1ccccc1Cl)NC1(O)C(=O)c2ccccc2C1=O,0,-0.6,-0.3,-3,i,-7,-2,14,15
Fc1ccc(N2CCN(C(=S)NCC3CCCO3)CC2)cc1 (stereo not drawn),3,-1.5,-0.8,-4,i,2,2,-127,-7
COCCN(C(=O)COC(=O)c1ccc2c(c1)OCO2)c1c(N)n(Cc2ccccc2)c(=O)[nH]c1=O,-3,-0.5,0.6,-3,i,-1,-1,-17,-9
CC(C)Cn1c(N)c(C(=O)CCl)c(=O)n(C)c1=O,0,0.7,0.0,-9,i,0,1,13,6

# Later entries
SMILES,Rin1 Abl inh,MsrA inh,TbMetRS inhib,FAS-TE inh,Neddyl block,CSN inh,bovine MsrA act,MLLE-PAM2 inh,eLon inh
CN1CCN(S(=O)(=O)c2ccc(N(C)Cc3c(F)cccc3Cl)nc2)CC1,0,-0.5,0.2,19,i,-6,-1,6,-1
COc1ccccc1/C=C/C(=O)N1CCc2cc(OC)c(OC)cc2C1C (stereo not drawn),-4,-0.1,-1.0,4,i,1,-2,-2,-18
C[C@@H]1CN([C@@H](C)CO)C(=O)CCCn2nncc2CO[C@@H]1CN(C)C(=O)c1ccc2ccn(C)c2c1,1,0.2,-1.5,-6,i,-6,-1,-5,-4
O=C1NC(=S)N/C1=C/c1cccn1-c1ccc([N+](=O)[O-])cc1,1,5.1*,0.2,6,i,-3,-10,-6,5
O=C1c2ccccc2/C(=C\c2ccc(Br)s2)N1c1ccccc1,-3,0.3,-0.4,16,i,8,-2,-37,-32
O=C(COC(=O)c1ccc(Br)cc1)Nc1ccccc1Br,2,0.3,0.1,7,i,-1,-3,-12,-2
Oc1ccccc1-c1csc(-c2ccccc2)n1,0,2.0,-1.1,22,i,-1,-9,-4,-1
S=C1NCCc2ccccc2C1c1ccccc1Cl (stereo not drawn),2,-0.4,0.0,0,i,7,2,30,-5
O=C(CNc1ccc(Br)cc1)c1ccccc1,1,-1.5,0.5,-5,i,1,-1,14,-6
CCOC(=O)c1csc(-c2ccc(OC)c(OC)c2)n1,2,1.4,0.0,-8,i,3,-1,2,4
O=C(Nc1ccc(S(=O)(=O)NC2=NCCCCC2)cc1)c1ccco1,2,1.2,-0.6,-6,i,-3,-3,-13,-12
CCOc1ccc(NC(=O)N(C2CCCC2)C2CCN(C(C)=O)CC2)cc1,-1,0.7,-1.2,-5,i,-8,-10,-8,0
CCCn1c(SCC(=O)Nc2cccc(C)n2)nnc1-c1ccco1,1,-0.7,0.3,-8,i,1,-3,10,-6
COC(=O)c1ccc(OC(=O)c2cccnc2SC)cc1,0,1.4,0.3,15,i,1,-2,-6,88*
CSc1ncccc1C(=O)OCc1ccccc1F,-1,0.3,-0.5,10,i,-5,-2,-1,-4
COc1ccccc1CC(=O)NC1CC(C)(C)NC(C)(C)C1,-2,2.6,0.0,-3,i,3,0,19,0
CC(C)OC(=O)N(C)C[C@@H]1OCc2cnnn2CCCC(=O)N([C@@H](C)CO)C[C@H]1C,0,-0.1,-0.8,-7,i,-1,-4,0,-3
CCOCCCNC(=S)N1CCN(C(=O)C(=O)Nc2ccc(C(=O)OC)cc2)CC1,1,0.2,0.2,-8,i,-7,-3,-117,-6
CCOC(=O)Nc1sc(NS(=O)(=O)c2ccccc2)nc1C,-3,0.0,-0.4,-7,i,1,-3,27,8
O=C(O)C1CCCC2CN3CCc4c([nH]c5ccccc45)C3C(O)C21 (stereo not drawn),3,0.1,-0.6,-13,i,-16,-2,6,20*

# 2 compounds from above, reduced to MsrA inh and TbMetRS inhib:
SMILES | MsrA inh | TbMetRS inhib
COc1ccccc1CC(=O)NC1CC(C)(C)NC(C)(C)C1 | 2.6 | 0.0
CCOc1ccc(NC(=O)N(C2CCCC2)C2CCN(C(C)=O)CC2)cc1 | 0.7 | -1.2

# Next compounds
SMILES,Rin1 Abl inh,MsrA inh,TbMetRS inhib,FAS-TE inh,Neddyl block,CSN inh,bovine MsrA act,MLLE-PAM2 inh,eLon inh
C(=C\c1ccco1)/C1=NN(c2ccccc2)C(c2ccco2)C1 (stereo not drawn),-3,nt,-0.1,26,nt,84*,-5,-73,-104
CCN(CC(=O)NCc1cccs1)C(=O)c1ccc(NS(=O)(=O)c2ccc(C(C)=O)cc2)cc1,4,-0.3,-0.3,0,i,-7,-3,10,-8
CCc1ccccc1NC(=S)N(Cc1ccco1)C(C)c1cccs1 (stereo not drawn),0,-0.8,0.3,18,i,2,-1,-8,3
CCCCn1nnnc1C(c1ccccc1)N1CCN(c2ncc(C(F)(F)F)cc2Cl)CC1 (stereo not drawn),nt,0.6,0.0,28,i,-12,1,nt,-2
Nc1cc(Nc2ccc(Br)cc2)nc(N)n1,-3,1.2,1.2,-6,i,-9,0,43*,1
COc1ccc(S(=O)(=O)N(C)CC(=O)NC2CCCC2)cc1OC,0,0.9,-0.5,-6,i,10,-2,-2,2
CCc1ccccc1NC(=S)NCc1cccn1C,-4,-0.8,-0.6,-8,i,3,-1,-22,0
CCOC(=O)c1c(-c2ccc(-c3ccccc3)cc2)csc1NC(=O)CCN1CCOCC1,-3,0.8,-0.8,38,i,-10,-8,1,-1
COc1ccc(C2=NNC(=O)C2(C)Br)cc1 (stereo not drawn),3,1.3,-0.3,2,i,5,-3,-121,-10
COc1ccc(S(=O)(=O)NCC2CCC(C(=O)NCc3ccco3)CC2)cc1 (stereo not drawn),3,-0.5,-2.1,-13,i,-7,-12,-8,-5
Cc1cccc(C2=NC(C(F)(F)F)(C(F)(F)F)c3c(n(-c4ccc(F)cc4)c(=O)[nH]c3=O)N2)c1,3,1.0,-0.9,-4,i,-3,-2,3,-6
CC1(C)CC(=O)C2=C(C1)N1C(=C(C#N)C2c2ccccc2Cl)N=C(N)c2ccccc21 (stereo not drawn),1,0.6,0.0,21,i,-1,-3,-8,6
Cn1c(CNC(=O)c2ccccc2F)nnc1SCc1ccc(Cl)cc1,0,0.1,-0.9,-1,i,-9,-1,-7,8
CCOc1ncccc1C(=O)OCC(=O)NC1CCCCCC1,1,0.1,-0.2,-1,i,-2,2,-4,-2
Clc1ccc(Sc2cnc3ccccc3n2)cc1,-2,0.6,-0.1,9,i,5,1,4,2
CCC(c1nnnn1C1CCCC1)N1CCN(C(=O)c2ccco2)CC1 (stereo not drawn),4,1.1,-1.3,-4,i,-2,-9,-4,-8
Cc1ccc(S(=O)(=O)NCCC(=O)Nc2ccc(Cl)c(Cl)c2)cc1,-1,-0.9,5.6,22,i,-12,-9,2,2
COC(=O)c1ccc(NC(=O)CN2CCC(NC(=O)c3ccco3)CC2)cc1,-1,-0.4,-0.4,-11,i,-3,-3,1,-2
O=C(Nc1cccc2c1CCCC2)C1CCCN(S(=O)(=O)c2cccc3nonc23)C1 (stereo not drawn),-1,0.6,-1.2,-9,i,4,-6,-6,7
CCC(C)N(C(=O)CSc1nc(-c2ccccc2)cs1)C1CCS(=O)(=O)C1 (stereo not drawn),3,-0.8,-0.8,-2,i,-2,-5,7,1
NC1=NC2(CCCCC2)N=C(Nc2ccc(F)cc2F)N1,-3,-0.3,-0.1,-7,i,2,-1,-9,-1
COc1ccc(/C=C2/C(=N)N3N=C(CC(=O)N4CCCC4)SC3=NC2=O)cc1,3,-0.6,0.3,-6,i,-4,-8,3,-1

# Screening data from PubChem BioAssay.
